Screening results (PubChem BioAssay)
DAX1 inh-1: DAX1 (NR0B1) inhibitors, primary screen, cell-based, HEK293, Gal4-DAX1, luciferase luminescence. Nuclear receptor subfamily 0 group B member 1 (Homo sapiens), P51843. HEK293 Gal4-DAX1 luciferase reporter. inhibition, % at 6.75 µM. hit rate 0.99% among 340,000. AID 504766, 2011;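 active = inhibition above the mean over all tested compounds plus 3 SD, cut at about 4.2% in these data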;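 also: 0% = DAX1-transfected cells with DMSO and 100% = empty-vector control cells with DMSO; inhibition shows as a rise in luminescence from relieved DAX1 repression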
Target sequence (P51843 207-470 limits assumed): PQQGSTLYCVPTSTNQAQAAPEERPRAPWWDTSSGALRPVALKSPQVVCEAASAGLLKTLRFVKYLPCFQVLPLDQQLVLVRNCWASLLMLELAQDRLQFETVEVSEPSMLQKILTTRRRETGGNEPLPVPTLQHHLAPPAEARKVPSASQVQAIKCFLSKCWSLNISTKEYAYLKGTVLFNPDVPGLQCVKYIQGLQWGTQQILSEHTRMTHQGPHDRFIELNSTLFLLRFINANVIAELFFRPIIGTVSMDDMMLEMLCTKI
hgDAF-12 ag: H. glycines DAF-12 receptor agonists, primary screen, cell-based, luminescence, HEK293, GAL4 fusion, UAS-luciferase; Nuclear hormone receptor DAF-12 (Heterodera glycines), GAL4 fusion; HEK293 GAL4-hgDAF12 UAS-luciferase reporter, agonist luminescence; normalized to butyrate control; activation, % at 6.8 µM; hit rate 1.8% among 370,000; AID 687014, 2013;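 active = activation above a cutoff set at the mean of all screened compounds plus 3 SD, cut at about 10% in these data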;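 also: 0% = DMSO wells and 100% = sodium butyrate wells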
hcDAF-12 act: H. contortus DAF-12 nuclear receptor activators, primary screen, cell-based, luminescence, HEK293, lit1-tk-luc reporter; HEK293 hcDAF-12 lit1-tk-luc reporter; 0% DMSO, 100% Δ7-dafachronic acid; activation, % at 6.8 µM; hit rate 1.4% among 370,000;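 active = activation above the mean of all tested compounds plus 3 SD, cut at about 5.5% in these data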;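 also: 100% = response to 3 µM Δ7-dafachronic acid high control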
MBD2 DNA inh: inhibitors of MBD2 binding to methylated DNA, primary screen, biochemical, TR-FRET, DNA-binding domain, human. MBD2 binding to methylated oligonucleotide. Methyl-CpG-binding domain protein 2 (Homo sapiens), Q9UBB5. hit rate 0.31% among 370,000. inhibition, % at 4.4 µM; in the data active = inhibition above about 13%
Target sequence (Q9UBB5 whole entry, looked up, the tested form may be a part): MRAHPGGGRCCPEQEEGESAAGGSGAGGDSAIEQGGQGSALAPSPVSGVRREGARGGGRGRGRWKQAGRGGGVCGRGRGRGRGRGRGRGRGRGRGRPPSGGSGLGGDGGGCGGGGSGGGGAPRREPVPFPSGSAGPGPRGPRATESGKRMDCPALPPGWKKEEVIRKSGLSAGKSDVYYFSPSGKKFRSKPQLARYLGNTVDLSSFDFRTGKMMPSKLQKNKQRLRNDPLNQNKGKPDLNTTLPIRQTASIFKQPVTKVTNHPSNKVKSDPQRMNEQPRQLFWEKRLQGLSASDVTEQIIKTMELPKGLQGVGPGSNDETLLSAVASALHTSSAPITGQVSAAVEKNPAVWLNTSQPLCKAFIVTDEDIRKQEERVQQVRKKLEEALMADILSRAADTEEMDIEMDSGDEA
SMARCA2 act: SMARCA2 (BRM) function activators, primary screen, cell-based, luminescence, high throughput | MG213 cells, MMTV-luciferase reporter, dexamethasone, overnight | activation, % at 9.1 µM | hit rate 1% among 370,000; in the data active = activation above about 7.8%;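 also: 0% = vehicle wells and 100% = reference activator wells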
NR1D1 modulator: modulators of Rev-erb alpha DNA binding, primary screen, biochemical, FITC-DNA, fluorescence polarization, uHTS; hit rate 0.79% among 370,000; activity, % at 10 µM; Nuclear receptor subfamily 1 group D member 1 (Homo sapiens), P20393; Rev-erbα–FITC-DNA binding, 90 min;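 active = activity above about 14%, limit read from the data; passing the limit was not always enough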;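 also: 0% = DMSO wells with 35 nM protein and 100% = DMSO wells with 750 nM protein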
ADAM17 inh: ADAM17 inhibitors, primary screen, biochemical, QFRET. Disintegrin and metalloproteinase domain-containing protein 17 (Homo sapiens), P78536. recombinant ADAM17, EDANS/DABCYL FRET peptide cleavage. inhibition, % at 6.95 µM. hit rate 0.83% among 370,000. AID 720648, 2013;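 active = inhibition above the mean of compounds lying between control limits plus 3 SD, set per campaign, cut at about 8.5% in these data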;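 also: 0% = DMSO-only wells as the low control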
ssDAF-12 act: S. stercoralis DAF-12 nuclear receptor activators, primary screen, cell-based, luminescence, HEK293, GRIP1 co-expression, lit1-tk-luc | Nuclear hormone receptor DAF-12 (Strongyloides stercoralis) | HEK293 ssDAF-12/GRIP1 lit1-tk-luc reporter; % of 3 µM dafachronic acid response | activation, % at 6.8 µM | hit rate 1% among 370,000 | AID 652126, 2013;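 active = activation above the mean over all tested compounds plus 3 SD, cut at about 0.9% in these data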;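 also: 0% = DMSO-only wells and 100% = 3 µM delta7-dafachronic acid wells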
PLCg1 inh: PLC-gamma1 enzyme inhibitors, primary screen, biochemical, fluorescence, purified enzyme; inhibition, % at 12.2 µM; hit rate 0.84% among 370,000; 1-phosphatidylinositol 4,5-bisphosphate phosphodiesterase gamma-1 (Homo sapiens), P19174; fluorogenic substrate; in the data active = inhibition above about 9.5%
DAX1 inh-2: DAX1 (NR0B1) inhibitors on StAR promoter, primary screen, cell-based, luminescence, SF-1 (NR5A1), full-length DAX-1 | HEK293T StAR-luciferase reporter, SF-1/DAX-1 repression relief | inhibition, % at 6.8 µM | hit rate 1.1% among 370,000 | AID 652010, 2013;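 active = inhibition above the mean over all tested compounds plus 3 SD, cut at about 3.6% in these data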;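 also: 0% = DAX-1 cells with DMSO and 100% = cells lacking DAX-1 with DMSO; higher inhibition means more luminescence from relief of DAX-1 repression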
PLC-beta3 inh: human PLC-beta3 inhibitors, primary screen, biochemical, fluorescence. 1-phosphatidylinositol 4,5-bisphosphate phosphodiesterase beta-3 (Homo sapiens), Q01970. hit rate 0.18% among 370,000. Purified PLC-beta3, fluorogenic substrate. inhibition, % at 12.2 µM; in the data active = inhibition above about 11%;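 also: 0% = median of compound wells on plate and 100% = full blocker control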
Starred values were filed as active, the others as inactive; x = not tested or not shown.

SMILES	DAX1 inh-1	hgDAF-12 ag	hcDAF-12 act	MBD2 DNA inh	SMARCA2 act	NR1D1 modulator	ADAM17 inh	ssDAF-12 act	PLCg1 inh	DAX1 inh-2	PLC-beta3 inh
COc1ccc(CN2C(=O)C(CC(=O)NC3CCCC3)CC(C(=O)N3CCOCC3)=C2C)cc1 (stereo not given)	x	-2.4	3.1	1	-6	-4	0	-1.6	0	1.0	-1
COc1ccc(OC)c(CN2CCN(C(=O)c3ccc(S(=O)(=O)Nc4ccccc4F)cc3)CC2)c1	-0.3	-3.6	1.5	6	-3	0	1	-0.6	-1	-0.5	-13
O=C1NCCCCC1NS(=O)(=O)c1ccc(Cl)cc1 (stereo not given)	-0.1	-1.9	1.5	-5	-2	-6	-4	-1.1	1	-0.6	-3
Cc1oc(/N=C/c2ccccc2)c(C#N)c1C	0.6	2.6	0.1	-4	-1	-5	-2	-1.0	-16	0.3	-20
CCOC(=O)c1ccc(N2C(=O)CC(Sc3nc(C)cc(C)n3)C2=O)cc1 (stereo not given)	0.5	-0.9	-1.3	-1	-3	-2	-2	-1.3	5	-0.4	1
COc1ccc(Nc2nnc(Cc3ccncc3)c3ccccc23)c(OC)c1	-0.9	-2.9	-3.3	-2	3	-5	-2	-1.2	-12	-0.1	-14
COc1cc(Cl)c(C)cc1NC(=O)c1ccccc1-n1cnnn1	1.4	-0.5	-0.6	-1	0	-4	-8	0.6	-1	-1.8	-3
CCOc1ccc(Cc2nnc(SCC(=O)Nc3ccccc3)n(N)c2=O)cc1	0.7	-0.6	-1.0	1	1	4	-6	-1.2	3	-1.9	1
O=C(Nc1ccc(Br)cc1F)c1ccc2nsnc2c1	1.0	5.0	2.6	-2	0	31*	-2	-0.3	0	0.5	-5
COC(c1ccccc1)c1nnc(CCC(=O)N2CCN(CCOc3ccccc3)CC2)o1 (stereo not given)	-0.3	0.7	-0.9	4	2	4	-2	-0.9	0	-0.3	-1
COCCn1c(C23CC4CC(CC(C4)C2)C3)n[nH]c1=S	0.9	2.2	0.3	1	2	4	-3	-0.6	0	0.1	0
COc1ccc(CNC(=O)CCN2C(=O)[C@@H]3Cc4ccccc4CN3C2=O)cc1	-0.2	0.3	-1.1	-3	2	0	2	-1.2	2	0.1	-2
Cc1sc(NC(=O)C2CC(Cl)=CCC2C(=O)O)c(C#N)c1C (stereo not given)	0.1	-1.6	1.1	-3	5	-3	2	-0.5	-1	-0.1	-5
Cc1ccc(S(=O)(=O)N2CCN(C(=O)COC(=O)CCOc3ccc(C(C)(C)C)cc3)CC2)cc1	-0.6	-2.1	-1.3	-5	-1	1	-2	-1.3	2	-1.2	-1
CC1CN(c2ccc([N+](=O)[O-])cc2C#N)CC(C)O1 (stereo not given)	0.2	-1.8	-1.9	-6	1	5	-3	-1.2	-1	-0.3	-4
N#Cc1ccccc1C[C@H](N)C(=O)NC[C@H]1O[C@@H](n2cnc3c(N)ncnc32)[C@H](O)[C@@H]1O	x	-3.3	0.4	-7	6	1	-2	-0.9	4	0.7	3
Cc1ccc(S(=O)(=O)N2CCOCC2)cc1C(=O)OC1CCOC1=O (stereo not given)	-0.2	0.8	-1.2	-1	-3	-5	-2	-1.2	0	-0.2	-6
Oc1ccccc1Oc1ncc(Br)c(Cl)n1	1.7	0.9	-0.3	8	-2	-1	-3	-1.2	-1	0.0	-7
CN(C)/N=C1\CCS(=O)(=O)c2sccc21	0.7	-0.6	-0.1	0	0	2	2	-0.4	3	1.2	1
N#CCC(=O)N/N=C/c1cc([N+](=O)[O-])ccc1N1CCOCC1	0.0	4.5	0.9	0	-2	0	1	-1.6	1	-0.2	0
O=C(Nc1cccc2ccccc12)NC1CC1	-0.2	0.4	0.4	1	-3	-5	-3	-0.7	3	-0.3	-1
C/C=C/c1ccc(OCCCCN2CC(C)CC(C)C2)c(OC)c1 (stereo not given)	0.8	4.1	0.7	2	-4	2	-6	-1.9	0	-1.1	-2
CCOc1ccc(-c2nc(N)ncc2Oc2ccccc2Br)c(O)c1	-1.2	-4.1	-1.9	3	0	3	4	-1.9	-14	-0.5	-22
Cc1ccc(Cl)c(OCC(=O)OCC(=O)NC2CCCc3ccccc32)c1 (stereo not given)	0.7	-3.5	0.8	3	2	-6	3	-1.6	4	-0.5	2
COc1cc(CNCCc2c[nH]c3ccccc23)ccc1OCc1ccc(F)cc1	1.2	-0.2	-0.4	4	-2	-1	0	-1.8	3	-0.6	4
CCOc1ccc(N2C(=O)c3cccnc3C2Nc2ccc(C)c(C)c2)cc1 (stereo not given)	-0.9	-2.9	-0.1	5	-3	-1	-3	-1.3	6	-0.7	-4
Cc1cccc(-n2c(C)cc(C(=S)N3CCOCC3)c2C)c1C	-0.1	-2.8	-0.8	0	-3	8	-6	-2.3	-3	-0.8	-9
CC1CCN(C(=O)/C(=C\c2ccccc2F)NC(=O)c2ccccc2)CC1	0.1	-0.1	-1.7	-1	6	3	-1	-0.7	-1	-0.4	-8
CC(OC(=O)Cc1c(F)cccc1Cl)C(=O)NCCC1=CCCCC1 (stereo not given)	-1.3	0.5	-2.2	1	-2	4	-2	-1.2	-2	-0.6	3
COC(=O)c1ccc(S(=O)(=O)N2Cc3ccccc3C2)cc1	-0.9	-3.5	-1.6	-1	-4	-3	4	-1.3	5	0.2	1
CCc1nc2c(OCCC3CCCCC3)cccn2c1N(C=O)Cc1ccc(OC)cc1	x	-2.3	-0.1	2	-3	-3	3	0.1	-2	-1.5	-2
O=C(NCCc1cccc(F)c1)/C(=C/c1cccnc1)NC(=O)c1ccccc1	-1.2	-1.1	-2.6	1	1	-4	-1	-1.8	-9	-0.8	-11
O=C(COC(=O)CSc1nnc(-c2ccc(Cl)cc2)o1)Nc1cc(Cl)ccc1Cl	-0.4	-0.4	-0.2	-3	2	3	-2	-0.6	-1	0.4	-14
COc1cc(/C=N/Nc2ncc(C(F)(F)F)cc2Cl)cc(OC)c1O	0.2	1.4	-0.2	3	-1	2	-2	0.6	-3	-0.7	-9
Cc1c(NCc2nc3ccccc3[nH]2)c(=O)n(-c2ccccc2)n1C	0.2	3.1	5.2	-3	7.8*	0	-2	-0.2	-16	0.0	-21
CN1C(=O)CC(N2CCN(CC(N)=O)CC2)C1=O (stereo not given)	1.1	0.9	-0.9	0	-2	-1	0	-0.9	1	-1.1	-1
COc1ccc(-c2cnn3cc(-c4cccc(Cl)c4)cnc23)cc1	1.4	0.6	-0.6	4	-2	2	-3	-1.4	1	-0.3	-3
O=C(/C=C/c1c(F)cccc1Cl)c1ccc(F)cc1	-1.0	-0.3	-1.1	-6	-2	3	-3	-0.9	1	-0.1	2
O=C(Nc1ccon1)Nc1cccc(Cl)c1Cl	-0.5	2.1	0.8	0	-1	2	1	-1.1	0	-1.5	-1
S=C(NCc1ccco1)Nc1ccc(Br)cc1Cl	x	13*	2.1	0	8	-2	1	-1.2	-3	0.1	0
O=C(COC(=O)c1ccc([N+](=O)[O-])o1)NCc1ccccc1	-0.7	1.8	1.0	-7	-3	4	-8	0.4	-23	-0.6	-32
Cc1ccc(C)c(NC(=O)c2cc(-c3ccc(Cl)cc3)nc3ccccc23)c1	x	15*	-1.4	-3	-4	2	3	-1.2	-1	-0.2	4
CCOc1cc(/C=N/NC(=O)Cn2nc([N+](=O)[O-])cc2C)cc(Br)c1OCc1ccccc1C	0.3	5.5	-1.2	3	-1	-4	-6	-1.6	7	1.1	-2
CCOC(=O)c1sc(NC(C)=O)nc1C	0.1	-0.4	-3.8	10	5	-1	-6	-2.1	-1	0.1	-1
CCOC(=O)Cc1csc(NC(=S)NC(=O)c2cccc([N+](=O)[O-])c2)n1	0.9	-1.2	2.8	2	-4	3	-6	-1.1	1	-0.4	0
N#Cc1c2n(c(=S)n(-c3ccccc3[N+](=O)[O-])c1=O)CCCCC2	-1.3	-3.3	-1.2	-5	-3	-3	3	-1.0	5	0.7	-1
COc1ccc(CNC(=O)Cn2nnc(-c3ccc(NC(=O)C4CCCCC4)cc3)n2)cc1	1.4	0.3	1.3	1	2	-5	-1	-0.6	4	0.6	1
CCOc1ccc(N2C(=O)Nc3ccccc3C2(O)C(=O)NCc2ccc(C)cc2)cc1 (stereo not given)	0.8	-1.9	1.9	4	-3	3	-4	-1.3	-1	-0.9	1
Cc1ccsc1C(=O)NCC(=O)OCc1ccccc1	0.3	0.1	-0.6	2	3	3	-2	-0.8	-5	0.3	-6
CC1(C)N=C(N)N=C(N)N1c1cccc(CC(=O)Nc2ccccc2)c1	1.5	2.6	-1.2	1	-7	-2	5	-0.7	5	2.6	8
Cc1ccc(NC(=O)c2c([N+](=O)[O-])cnn2C)cc1C	-0.3	3.9	0.2	-1	-2	1	-3	-1.8	-1	-0.4	-5
COC(=O)c1ccc(CNCC(O)COc2ccc(-c3ccccc3)cc2)cc1 (stereo not given)	-0.9	1.9	-1.5	-2	-4	-3	3	-1.0	1	0.4	-5
NC(=O)c1ccc(NC(=O)Nc2ccc3c(c2)OCO3)cc1	0.3	7.5	1.7	-2	2	-3	-2	-0.3	-3	-0.5	-5
Cn1c(CNC(=O)c2ccc(F)cc2)nc2ccccc21	0.9	1.1	0.0	-6	1	2	-2	-0.5	-3	0.0	-1
COCc1nnc(NC(=O)CSc2ccc(C)cc2)s1	0.3	0.8	-1.0	3	-4	0	-7	-1.0	-2	0.0	-7
COc1ccc(OC)c(CN2CCN(C(=O)c3ccco3)CC2)c1	1.6	-0.3	-0.4	-3	4	-2	-2	-0.1	3	0.1	-2
O=S(=O)(Nc1c(S(=O)(=O)c2ccccc2)c2nc3ccccc3nc2n1C1CCCCC1)c1ccccc1	-2.5	-7.0	-0.9	2	-4	4	-44	-1.8	-29	-1.9	-44
O=C(NC1CCCCNC1=O)c1ccco1 (stereo not given)	0.3	1.9	-1.8	2	0	2	0	-0.8	1	-0.2	-5
